Source: PubChem BioAssay (Broad Institute)
ERAP1 inh: inhibitors of human ERAP1 aminopeptidase; inhibition, % at 10.7 µM; actives 0.15% (n = 340,000); recombinant ERAP1, Leu-AMC fluorescence, 60 min; Q9NZ08;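 active means mean replicate inhibition of at least 30%, or all replicates individually reaching that 30% level; inactive means mean below 30% and not every replicate reaching it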;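 further: 0% = neutral control wells and 100% = L-leucinethiol positive control wells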
Target sequence (Q9NZ08 whole entry, looked up): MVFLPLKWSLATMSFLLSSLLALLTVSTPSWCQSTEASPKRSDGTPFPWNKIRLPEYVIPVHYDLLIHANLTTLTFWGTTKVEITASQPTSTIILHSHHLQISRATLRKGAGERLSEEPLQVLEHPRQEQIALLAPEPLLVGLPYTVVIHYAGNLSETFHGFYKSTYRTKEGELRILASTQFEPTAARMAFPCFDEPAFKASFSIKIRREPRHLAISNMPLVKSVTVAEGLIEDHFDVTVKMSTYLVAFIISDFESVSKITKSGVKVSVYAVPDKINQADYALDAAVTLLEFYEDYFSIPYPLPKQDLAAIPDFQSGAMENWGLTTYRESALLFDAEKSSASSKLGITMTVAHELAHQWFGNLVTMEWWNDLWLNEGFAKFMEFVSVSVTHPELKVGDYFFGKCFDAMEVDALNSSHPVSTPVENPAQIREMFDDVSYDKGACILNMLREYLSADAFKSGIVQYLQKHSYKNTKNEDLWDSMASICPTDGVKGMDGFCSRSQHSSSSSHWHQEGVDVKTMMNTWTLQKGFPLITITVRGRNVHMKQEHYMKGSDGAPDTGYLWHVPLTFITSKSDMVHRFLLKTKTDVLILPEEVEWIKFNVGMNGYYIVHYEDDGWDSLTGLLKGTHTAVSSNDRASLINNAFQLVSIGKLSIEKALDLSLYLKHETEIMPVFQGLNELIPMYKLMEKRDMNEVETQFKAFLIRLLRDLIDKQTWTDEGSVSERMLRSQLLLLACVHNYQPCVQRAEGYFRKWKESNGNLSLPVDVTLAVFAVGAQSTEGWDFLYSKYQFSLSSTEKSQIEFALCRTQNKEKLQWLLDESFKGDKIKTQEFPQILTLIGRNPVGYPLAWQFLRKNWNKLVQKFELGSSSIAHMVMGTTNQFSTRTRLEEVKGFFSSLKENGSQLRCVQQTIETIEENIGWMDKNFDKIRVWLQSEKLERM
PglD inh: blocks C. jejuni PglD acetyltransferase activity; purified PglD enzyme, DTNB colorimetric CoA detection; inhibition, % at 12.5 µM; AID 602405; actives 0.098% (n = 360,000); in the data active means inhibition above about 16%, passing the limit was not always enough; further: strong numbers were not always called active
S100A4 MyoIIA: blocks human S100A4 binding to myosin IIA peptide; P26447; S100A4/TAMRA-MyoIIA peptide fluorescence polarization; inhibition, % at 10.7 µM; actives 0.14% (n = 360,000); AID 652163;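 active means mean inhibition of at least 70% across replicates, with every replicate also reaching that level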
Target sequence (P26447 whole entry, looked up): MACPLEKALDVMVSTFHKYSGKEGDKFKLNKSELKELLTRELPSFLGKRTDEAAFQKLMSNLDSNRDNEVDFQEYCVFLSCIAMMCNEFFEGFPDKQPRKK
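assay system = human S100A4 monomer with TAMRA-labelled myosin IIA peptide | also added = labelled myosin peptide probe, 5 nM | incubation = 5 min between mix addition and reading | control set = DMSO and TFP controls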
EWS-Fli inh: EWS/Fli transcriptional activity inhibition; actives 0.67% (n = 350,000); inhibition, % at 12.6 µM; A673 NR0B1-luciferase reporter, viability-normalised;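 active means mean inhibition of at least 50% after viability correction, with every replicate also passing that limit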;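 further: firefly luciferase signal divided by Alamar Blue viability fluorescence both relative to DMSO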
PAX8 reporter: lowers PAX8-driven luciferase in RMG-I cells; inhibition, % at 12.6 µM; RMG-I TPO-luciferase reporter, SteadyGlo, 24 h; actives 1.2% (n = 360,000); AID 652154;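 active means mean replicate inhibition at least 60% with every replicate also reaching 60%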;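 further: luciferase light reporting Pax8 driven TPO promoter activity; plate controls were median of neutral control wells for no effect and mitoxantrone controls for full effect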
LGR2 inh: Drosophila LGR2 receptor signaling inhibition | actives 0.35% (n = 380,000) | inhibition, % at 9.99 µM | AID 720647 | HEK293 LGR2, CRE-luciferase, bursicon-stimulated, 4 h;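 active means drop in luminescence signal, shown as inhibition above about 50% in the replicate tests, limit read from the data, passing the limit was not always enough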;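 further: agonist challenge used bursicon conditioned medium at about half maximal strength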
PGC1a acetyl inh: PGC1a acetylation modulation, inhibitor mode; U2OS PGC1a acetylation, AlphaScreen anti-acetyl-lysine; with virally co-expressed GCN5 acetyltransferase; inhibition, % at 15.6 µM; actives 0.17% (n = 350,000); AID 651687;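 active means every replicate shows inhibition of at least 40%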;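 further: 0% = neutral control wells and 100% = positive control wells; some results beyond the cut were filed as inactive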
FN deposit inh: fibronectin deposition inhibition. AH1F fibroblasts, Alexa488-fibronectin deposition fluorescence, overnight. inhibition, % at 12.6 µM. actives 0.086% (n = 350,000);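 active means mean inhibition across replicates of 30% or more, regardless of how many single replicates reach that level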;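 further: positive control wells lacked labelled fibronectin entirely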
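test system = AH1F fibroblasts assembling fluorescent fibronectin matrix | quantity = 10000 AH1F cells per well | buffer or medium = DMEM plus 2% serum, read in PBS | doses = single dose, pinned | incubation = 1 h cell attachment, overnight exposure to compound and label | detection = fluorescence at 485 nm excitation, 525 nm emission | read-out basis = inhibition from reduced deposited-fibronectin fluorescence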
An asterisk follows results filed as active; . = not tested or not shown.

Start of the data: the first 12 compounds (preview)
structure	ERAP1 inh	PglD inh	S100A4 MyoIIA	EWS-Fli inh	PAX8 reporter	LGR2 inh	PGC1a acetyl inh	FN deposit inh
Cc1noc(C)c1NC(=O)Nc1ccc2c(c1)C(=O)N([C@@H](C)CO)C[C@@H](C)[C@H](CN(C)S(=O)(=O)c1ccc(F)cc1)OCCCC[C@@H](C)O2	2	2	-1	2	9	-11	6	.
C=C(C)CC1Nc2ccccc2NC1CC(=C)C (stereo not given)	.	-7	.	.	38	.	1	-7
Cc1ccc(C2=C/C(=C/c3cccs3)C(=O)O2)cc1	.	-8	.	.	.	-3	1	-1
CCCc1cn(CC[C@H]2CC[C@H](NC(=O)C3CCOCC3)[C@H](CO)O2)nn1	4	-3	-5	4	-6	-4	3	-5
CO[C@H]1CN(C)C(=O)c2ccc(NS(=O)(=O)c3ccc(C)cc3)cc2OC[C@@H](C)N(C)C[C@@H]1C	0	-1	10	0	4	-22	.	-2
COCC(=O)Nc1ccc([N+](=O)[O-])cc1C	.	3	.	.	0	10	5	1
CCNC(=O)CN(C1CCCCC1)S(=O)(=O)c1ccc(F)cc1	.	-4	.	.	-2	.	-2	2
Cc1ccc(S(=O)(=O)N2CCN(C(C)CC(=O)O)CC2)cc1 (stereo not given)	3	3	0	2	8	-5	0	-14
CC(C)Cc1cc(CN2CCCC(CO)(Cc3cccc(Cl)c3)C2)[nH]n1 (stereo not given)	-1	.	2	2	22	1	.	4
CN(C)S(=O)(=O)c1ccc(C(=O)Nc2nnc(SCc3cccc(F)c3)s2)cc1	.	16	.	.	2	0	.	17
O=C(Nc1nncs1)c1cc(S(=O)(=O)N2CCCCC2)ccc1Cl	3	-4	-4	5	-11	5	1	2
CCCc1nc(N2CCN(S(=O)(=O)c3ccc(Cl)cc3)CC2)c2c(C)c(C)sc2n1	-5	2	6	-3	7	22	-8	7

This part in full, from the start:
structure	ERAP1 inh	PglD inh	S100A4 MyoIIA	EWS-Fli inh	PAX8 reporter	LGR2 inh	PGC1a acetyl inh	FN deposit inh
Cc1noc(C)c1NC(=O)Nc1ccc2c(c1)C(=O)N([C@@H](C)CO)C[C@@H](C)[C@H](CN(C)S(=O)(=O)c1ccc(F)cc1)OCCCC[C@@H](C)O2	2	2	-1	2	9	-11	6	.
C=C(C)CC1Nc2ccccc2NC1CC(=C)C (stereo not given)	.	-7	.	.	38	.	1	-7
Cc1ccc(C2=C/C(=C/c3cccs3)C(=O)O2)cc1	.	-8	.	.	.	-3	1	-1
CCCc1cn(CC[C@H]2CC[C@H](NC(=O)C3CCOCC3)[C@H](CO)O2)nn1	4	-3	-5	4	-6	-4	3	-5
CO[C@H]1CN(C)C(=O)c2ccc(NS(=O)(=O)c3ccc(C)cc3)cc2OC[C@@H](C)N(C)C[C@@H]1C	0	-1	10	0	4	-22	.	-2
COCC(=O)Nc1ccc([N+](=O)[O-])cc1C	.	3	.	.	0	10	5	1
CCNC(=O)CN(C1CCCCC1)S(=O)(=O)c1ccc(F)cc1	.	-4	.	.	-2	.	-2	2
Cc1ccc(S(=O)(=O)N2CCN(C(C)CC(=O)O)CC2)cc1 (stereo not given)	3	3	0	2	8	-5	0	-14
CC(C)Cc1cc(CN2CCCC(CO)(Cc3cccc(Cl)c3)C2)[nH]n1 (stereo not given)	-1	.	2	2	22	1	.	4
CN(C)S(=O)(=O)c1ccc(C(=O)Nc2nnc(SCc3cccc(F)c3)s2)cc1	.	16	.	.	2	0	.	17
O=C(Nc1nncs1)c1cc(S(=O)(=O)N2CCCCC2)ccc1Cl	3	-4	-4	5	-11	5	1	2
CCCc1nc(N2CCN(S(=O)(=O)c3ccc(Cl)cc3)CC2)c2c(C)c(C)sc2n1	-5	2	6	-3	7	22	-8	7

Additional entries follow.
structure	ERAP1 inh	PglD inh	S100A4 MyoIIA	EWS-Fli inh	PAX8 reporter	LGR2 inh	PGC1a acetyl inh	FN deposit inh
O=C(N/N=C/c1cccc(OC(=O)N2CCOCC2)c1)c1cccs1	.	.	.	.	-8	-14	4	3
O=C(NCC1OCCCN1S(=O)(=O)c1cc(F)ccc1F)C(=O)NC1CCCCC1 (stereo not given)	-1	.	-4	-4	6	6	.	2
Cc1ccc(S(=O)(=O)NCC(=O)N(CC(=O)NCc2ccc(F)cc2)CC2CCCO2)cc1 (stereo not given)	0	1	-15	-5	16	-1	-6	16
Cn1nccc1C(=O)N1CCN(c2ncccn2)CC1	1	.	0	3	6	11	.	-3
Cc1ccc2cccc(S(=O)(=O)N3CCN(c4ccccc4F)CC3)c2n1	-1	.	-4	-4	.	2	-3	.
COc1cccc(C2=NO[C@@H]3C(=O)N(c4ccc5c(c4)OCCO5)C(=O)[C@H]23)c1OC	.	-5	.	.	-14	.	21	3
CCCCNC(=S)N(C)/N=C/c1ccc(OCC(=O)Nc2ccc(OC)cc2)c(OC)c1	-5	.	-1	20	57	21	.	-6
O=C1CSC(=S)N1N=Cc1c[nH]c2ccc(Br)cc12	-6	-2	-11	8	16	-4	-2	-2
O=C(CCc1c[nH]c2ccccc12)OCc1cccc(C(F)(F)F)c1	0	6	4	5	17	-10	8	1
CCCCCc1ccc(S(=O)(=O)NCCc2ccncc2)cc1	.	-7	.	.	.	16	-5	1
O=C(Cc1ccccc1)Nc1ncccc1Cl	1	-5	20	8	-5	2	5	3
CC(O)CNc1nc(N)[nH]c(=O)c1N=Nc1ccccc1 (stereo not given)	0	-8	-15	5	2	-10	-5	-3

Next section.
structure	ERAP1 inh	PglD inh	S100A4 MyoIIA	EWS-Fli inh	PAX8 reporter	LGR2 inh	PGC1a acetyl inh	FN deposit inh
COc1cccc2cc(C(=O)N3C(C)CCCC3C)c(=O)oc12 (stereo not given)	2	1	-1	.	.	5	.	.
Cc1ccc(NC(=O)C2(C)CCN2C(=O)CCC2CCCC2)cc1C (stereo not given)	-1	-2	-3	11	12	-6	2	-3
O=c1c2ccccc2cnn1Cc1n[nH]c(=S)n1-c1cc(Cl)cc(Cl)c1	-1	1	-4	-5	17	-16	-1	5
CCCCCNC(=O)C1C(=O)Nc2ccccc2C(=O)N1C(C)(C)C (stereo not given)	-1	.	1	-4	6	1	.	-3
CN(C)c1ccc(-c2nnn(CC(=O)Nc3ccc4c(c3)OCCO4)n2)cc1	7	.	-1	-3	10	-32	2	8
O=C(NCc1ccccc1Cl)C1CCN(S(=O)(=O)c2ccc(N3CCCC3=O)cc2)CC1	1	-3	-14	11	12	-31	-4	6
Cc1ccc2nc(SCC(=O)Nc3cccc([N+](=O)[O-])c3)[nH]c2c1	.	-2	.	.	.	7	-17	6
C[C@@H]1CN([C@H](C)CO)C(=O)c2cccc(NC(=O)c3ccncc3)c2O[C@H]1CN(C)Cc1ccncc1	2	-1	4	-9	7	-14	14	.
O=C(C[C@@H]1CC[C@H](NC(=O)CN2CCOCC2)[C@H](CO)O1)NCCc1ccccc1	2	0	-41	-5	-7	15	0	.
N#Cc1ccccc1NC(=O)CSC1=Nc2ccccc2C2CC=NN12 (stereo not given)	-2	3	1	13	-11	.	.	5
CCCCOc1ccc(-c2ncc(N)cn2)cc1	1	-3	-5	-67	-110	.	16	-4
CN(C)S(=O)(=O)c1cccc(NC(=O)C2CCCN(C(=O)c3ccc(Cl)cc3)C2)c1 (stereo not given)	-13	-3	6	-4	12	1	-1	5

Following part:
structure	ERAP1 inh	PglD inh	S100A4 MyoIIA	EWS-Fli inh	PAX8 reporter	LGR2 inh	PGC1a acetyl inh	FN deposit inh
CCOc1ccc(OCCC(=O)OCC(=O)c2c(N)n(CC(C)C)c(=O)n(C)c2=O)cc1	-1	-2	-16	6	6	8	.	9
CCOC(=O)CSc1n[nH]c(NC(=O)c2cccc(C(F)(F)F)c2)n1	.	6	.	.	.	10	-20	-1
CC(C)(C)c1ccccc1NC(=O)NC1CCN(Cc2c(F)cccc2Cl)CC1	1	2	-3	8	19	.	-3	-3
O=C(COc1ncnc2ccccc12)Nc1ccc(Cl)c([N+](=O)[O-])c1	0	.	5	2	17	12	.	-10
NS(=O)(=O)c1ccc(CNC(=O)c2cc(-c3cccs3)nc3ccccc23)cc1	-1	1	0	-5	-3	-7	10	-14
COc1ccc(/C=C2\N=C(SC)N(C)C2=O)cc1	2	.	-4	-8	.	-4	-8	.
C[C@@H]1CCCCO[C@@H](CN(C)S(=O)(=O)c2cccs2)[C@H](C)CN([C@@H](C)CO)C(=O)c2cc(NS(C)(=O)=O)ccc2O1	-3	-1	2	-4	3	23	20	.
O=C1SC(SCc2ccccc2)=N/C1=C\c1ccco1	.	-4	.	.	.	-9	-6	-12
CO[C@@H]1CN(C)C(=O)c2ccc(NC(=O)c3ccc4c(c3)OCO4)cc2OC[C@@H](C)NC[C@@H]1C	0	4	3	-3	-13	11	5	10
CC(c1n[nH]c(=S)n1-c1ccccc1)N1CCCCC1 (stereo not given)	10	.	4	-1	-10	1	-3	1
COc1ccc(C(=O)CCNc2cccc(Cl)c2)cc1	.	-7	.	.	-114	-18	.	3
COc1ccc(CN(C)C[C@H]2OCCCC[C@H](C)Oc3ccc(NS(=O)(=O)c4ccc(OC)cc4)cc3C(=O)N([C@@H](C)CO)C[C@@H]2C)cc1	.	-1	.	-1	-8	8	-7	2

More records
structure	ERAP1 inh	PglD inh	S100A4 MyoIIA	EWS-Fli inh	PAX8 reporter	LGR2 inh	PGC1a acetyl inh	FN deposit inh
COc1ccc(C(=O)Nc2c(C)ccc3nsnc23)cc1[N+](=O)[O-]	.	-1	.	.	3	-8	2	2
COc1ccc(-c2c(-c3cc(OC)cc(OC)c3)n(C)c3ccc(-c4ccc5c(c4)OCCO5)cc23)cc1	0	-6	-14	5	3	-14	.	-5
CO[C@@H]1CN(C)C(=O)c2ccc(NC(C)=O)cc2OC[C@@H](C)N(C(=O)c2ccccc2F)C[C@H]1C	.	1	.	-11	2	.	5	.
O=C1NCCCCC1NS(=O)(=O)c1cccc(C(F)(F)F)c1 (stereo not given)	-1	0	-6	-8	10	7	0	0
CCOC(=O)c1ccccc1NC(=O)COC(=O)C(CC(C)C)NC(N)=O (stereo not given)	1	.	-2	-1	14	26	.	1
NNCCc1ccccc1	2	-2	-3	-47	-75	-47	14	11
Cc1ccc(/C=N/NC(=O)c2c(-c3ccccc3)noc2C)c(O)c1	2	5	-3	9	41	-4	.	6
Cc1ccc(NC(=O)C2CC(=O)Nc3ncnn32)cc1Cl (stereo not given)	0	-3	-2	-1	-30	14	5	-15
COc1ccc(C2c3c(ncn(Cc4ccco4)c3=N)Oc3ccc4ccccc4c32)cc1 (stereo not given)	2	5	-4	17	7	19	-19	1
N/C(=N\OC(=O)COc1ccc(Br)cc1Cl)c1ccncc1	-1	.	-2	-57	-254	-22	.	-3
C[C@@H]1CN([C@@H](C)CO)C(=O)c2cc(NC(=O)Nc3ccc(F)cc3)ccc2O[C@H]1CN(C)Cc1ccc(Cl)c(Cl)c1	1	2	8	-2	19	12	-3	-5
CC(C)(C)c1ccc(C(=O)NCCCNC(=O)c2ccco2)cc1	2	-7	-1	-2	-4	-5	3	-2

Other results follow:
structure	ERAP1 inh	PglD inh	S100A4 MyoIIA	EWS-Fli inh	PAX8 reporter	LGR2 inh	PGC1a acetyl inh	FN deposit inh
Cc1noc(C)c1S(=O)(=O)Nc1ccc2c(c1)CC(=O)N([C@H](C)CO)C[C@H](C)[C@@H](CN(C)Cc1ccc3c(c1)OCO3)O2	0	.	2	8	.	24	-1	.
COc1ccc2c(c1)O[C@H]1c3ccc(O)cc3OC[C@@H]21	.	5	-6	-26	.	.	-7	.
Cc1ccc(C(=O)N2CCOCC2)cc1Cl	.	5	.	.	-8	.	9	13
CC(CNc1ccc([N+](=O)[O-])c2cccnc12)Nc1c([N+](=O)[O-])cc(C(F)(F)F)cc1[N+](=O)[O-] (stereo not given)	.	-5	.	.	40	22	-4	.
